iPSC survival up: hiPSC single-cell survival enhancement | AID 602274 | hit rate 0.044% among 360,000 | ATPlite luminescence; 100% = ROCK inhibitor wells, 0% = DMSO | survival enhancement, % at 20 µM; in the data active = survival enhancement above about 18%;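 also: cells exposed to compounds for 16 hours before the ATP read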
HIF-2a inh: blocks HIF-2a reporter activity | inhibition, % at 18.8 µM | AID 624352 | 786-0 RCC cells HIF-2a reporter, luciferase luminescence, overnight | hit rate 0.72% among 360,000;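 active = inhibition of the luminescence signal of 40% or more relative to plate controls, in a single-dose primary screen at 18.75 µM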
TRAIL sens C8: sensitizes caspase-8 expressing cells to TRAIL. NB7+C8 cells + TRAIL, ATPlite viability luminescence. inhibition (viability loss, TRAIL sensitization), % at 10 µM. hit rate 1% among 360,000;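 active = compounds causing at least 50% loss of cell viability in the single-dose screen, relative to plate controls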
MITF TRPM1 inh: MITF TRPM1 promoter inhibition in SK-MEL-5 cells | SK-MEL-5 TRPM1 promoter luciferase, 24 h | inhibition, % at 12.5 µM | hit rate 0.83% among 330,000;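 active = mean inhibition across replicates of 60% or more, whatever share of single replicates reaches that level; inconclusive = some that reach 60%, reason not given; inactive = mean inhibition across replicates below 60%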; also: values of inactives mirror those of a sister screen read the other way
NR2E3 ag-1: NR2E3 (human) agonism. Q9Y5X4. GST-NR2E3/biotin-RetCOR TR-FRET, 1536-well. inhibition of corepressor binding, % at 4.78 µM. hit rate 0.12% among 320,000. AID 2300;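 active = percent inhibition above the cutoff of mean plus 3 SD of all tested compounds, set per screening campaign, cut at about 20% in these data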;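 also: 0% = DMSO wells and 100% = biotin wells as full block of FRET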
Target sequence (Q9Y5X4 whole entry, looked up): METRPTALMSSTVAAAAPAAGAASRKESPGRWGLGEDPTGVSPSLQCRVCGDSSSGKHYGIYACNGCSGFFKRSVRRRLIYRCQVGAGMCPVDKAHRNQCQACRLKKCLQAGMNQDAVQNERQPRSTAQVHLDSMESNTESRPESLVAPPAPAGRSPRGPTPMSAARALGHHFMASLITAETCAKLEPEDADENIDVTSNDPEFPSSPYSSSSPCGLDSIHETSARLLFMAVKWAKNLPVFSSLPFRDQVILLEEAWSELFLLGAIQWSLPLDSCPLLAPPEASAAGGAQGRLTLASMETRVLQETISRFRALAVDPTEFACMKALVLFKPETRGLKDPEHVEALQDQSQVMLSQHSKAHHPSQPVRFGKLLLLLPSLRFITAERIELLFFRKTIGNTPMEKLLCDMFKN
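Format: 1536-well format; test system: GST-NR2E3 and biotin-RetCOR proteins; read-out basis: percent inhibition of TR-FRET ratio; timing: 5 h incubation at 4 °C; detection: time-resolved FRET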
LMP1 NFkB inh: Epstein-Barr LMP1 NF-kappaB reporter inhibition; hit rate 0.69% among 350,000; AID 504558; LMP1-induced NF-kappaB luciferase reporter cells, luminescence; inhibition, % at 12.5 µM; in the data active = inhibition above about 41%; inconclusive = no clear call, values can overlap the other calls;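 also: 0% = neutral control wells and 100% = reference inhibitor control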
Peg3 promoter: inhibitors of Peg3 promoter | AID 588405 | HeLa PEG-Prom luciferase reporter, luminescence, overnight | inhibition, % at 20 µM | hit rate 1.7% among 360,000;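 active = inhibition of at least 50% at 20 µM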
Shn3 inh set2: inhibitors of Schnurri-3 3'UTR reporter in osteoblasts; Clone20 osteoblast Shn3 3'UTR firefly luciferase, 24 h; inhibition, % at 12.5 µM; hit rate 0.52% among 360,000; AID 588674;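 active = mean inhibition of at least 75% with every replicate also reaching 75%; inconclusive = mean inhibition at least 75% but some replicate below; inactive = mean inhibition below 75%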;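 also: 0% = median of neutral control wells and 100% = pilot-screen positive control compound; some compounds past the cut are filed as inactive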
KKLEB tox: counter-screen for CF NF-kB inhibitors: cytotoxicity | KKLEB CF airway cells viability, ATPlite luminescence, overnight; stronger effect = lower value; cells stimulated with P. aeruginosa culture filtrate | activity change (cytotoxicity), % at 5 µM | hit rate 0.36% among 360,000 | AID 602141;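 active = corrected activity change at or below -50% at 5 µM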
CF NFkB inh: blocks PAF-induced NF-kB reporter in cystic fibrosis cells; KKLEB NF-kB-GFP reporter, GFP fluorescence overnight; inhibition, % at 5 µM; hit rate 0.86% among 360,000; AID 588850;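 active = at least 50% inhibition at 5 µM, scaled per plate between neutral and stimulator controls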;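 also: PAF is a Pseudomonas aeruginosa culture filtrate used as stimulus; plate controls were PAF-stimulated DMSO wells for no effect and unstimulated DMSO wells for full effect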
NR2E3 ag-2: activates human NR2E3 receptor; AID 602229; hit rate 0.35% among 360,000; inhibition of corepressor binding, % at 3.98 µM; CHO-S Gal4-NCOR/VP16-NR2E3 two-hybrid, luciferase; Q9Y5X4;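 active = inhibition above the mean of all tested compounds plus 3 SD, cut at about 70% in these data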;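 also: 0% = DMSO with NR2E3 transfected cells and 100% = cells lacking NR2E3 construct; higher means lower luciferase signal from less NR2E3 corepressor binding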
Numbers without * were called inactive; ? = inconclusive; / = no result given.

structure	iPSC survival up	HIF-2a inh	TRAIL sens C8	MITF TRPM1 inh	NR2E3 ag-1	LMP1 NFkB inh	Peg3 promoter	Shn3 inh set2	KKLEB tox	CF NFkB inh	NR2E3 ag-2
N=C1C(c2ccccc2)=C(O)CN1c1cccc(S(=O)(=O)Nc2cccc(C(F)(F)F)c2)c1	2.6	22	7	1	2	-4	-5	17	-10	-2	-13
O=C(Nc1ccc(F)cc1)NC1(C(=O)NCc2cccs2)CCCCC1	-2.1	10	9	10	5	-3	17	9	4	4	6
CCOC(=O)c1nc(Nc2ccc(C(=O)O)cc2)c2ccccc2n1	0.7	-2	3	2	-4	-3	-9	5	-1	-6	-7
COc1ccc(C(CNC(=O)c2cc(S(=O)(=O)Nc3cccc(C)c3)ccc2C)N2CCOCC2)cc1 (configuration not stated)	1.2	4	-2	-10	/	-2	8	0	-13	14	-20
O=C(CN1C(=O)NC2(CCCC2)C1=O)OCCOc1ccccc1Cl	-0.4	-3	13	-9	2	-4	-2	7	-5	-22	-4
Cc1nn(C)c(C)c1NC(=O)c1ccc(S(=O)(=O)N(C)C)cc1	0.0	13	3	2	4	-3	1	2	11	-13	-3
COc1ccc(N2CCN(CC(=O)c3c(C)n(C)c4ccc(OC)cc34)CC2)cc1	-0.8	15	-33	20	2	3	20	-31	3	-12	18
Cc1ccc(CNc2ccc(N3C(=O)CC(C)C3=O)cc2[N+](=O)[O-])cc1 (configuration not stated)	2.7	-11	-11	-6	0	9	-19	8	12	-13	-11
Cc1ccc(C(=O)CC(=O)COc2ccc(Cl)cc2)cc1	-1.9	-109	6	-18	2	5	-95	3	-3	-3	-42
COc1cc(CC(=O)OCC(=O)Nc2ccc(Cl)c(S(=O)(=O)N(C)C)c2)cc(OC)c1OC	-0.5	9	6	-1	2	3	11	7	-2	8	-14
CCN1CCN(c2ncnc3c2cnn3-c2ccc(Cl)cc2)CC1	-0.8	-250	3	-43	2	-21	-273	-40	-6	8	-58
C/C(=N\Nc1cc(Cl)nc(C)n1)c1ccc(C)cc1	-1.6	-90	2	-23	6	-4	-42	-13	5	-24	-15
O=C(Nc1ccsc1C(=O)NC1CCCCC1)c1ccccc1	-1.9	10	11	-1	-1	9	18	-53	-2	-1	-11
CCCN1C(=O)/C(=C/c2ccccc2OCc2ccc(C(=O)O)cc2)NC1=S	0.4	10	1	-4	7	-2	8	-9	-32	15	-21
O=C1N=C(N2CCCCC2)S/C1=C\c1cn[nH]c1-c1ccccc1	-0.9	14	-5	2	5	-3	19	-14	-2	-12	15
Cc1cc(Br)ccc1NC(=O)CN(C)C(=O)c1cccc(S(=O)(=O)N2CCN(C)CC2)c1	-0.2	10	-8	7	/	3	6	16	10	7	-7
COc1ccc(C=Nc2cccnc2N)cc1	0.1	-144	-5	-71	1	-29	-44	-10	10	-6	-7
O=C(COC(=O)CNC(=O)C1CCCCC1)Nc1cccc(F)c1	-1.8	9	-5	5	-1	-12	7	-8	-11	25	-11
COCC(C)n1c(SCC(=O)N2CCOCC2)nc2ccccc2c1=O (configuration not stated)	-0.1	8	-16	-9	/	2	-11	-6	-4	6	23
O=[N+]([O-])c1ccc(N=Cc2sc3ccccc3c2O)cc1	0.6	-237	19	6	-2	-12	-180	-20	-1	-10	-13
COc1ccc(-n2c(=O)c(CCC(=O)N(C)Cc3cccs3)nc3ccccc32)cc1	-0.3	3	16	3	2	8	17	16	-2	-15	3
Cn1c(SCC(=O)OCC(=O)c2ccccc2)nnc1-c1cccs1	1.7	-4	-2	-7	-1	1	4	-15	8	-18	-8
c1ccc(OCCn2c(-c3ccco3)nc3ccccc32)cc1	-0.5	-149	0	-29	3	-4	-83	-30	5	-18	-37
COc1ccc(/C=C(\C#N)C(=O)NCc2ccccc2)cc1	-0.5	-2	-6	-11	0	8	-16	-3	-11	9	-1
CCOC(=O)C(O)(CCC(O)(C(=O)OCC)C(=O)OCC)C(=O)OCC	1.0	-5	-6	4	-3	-5	6	-12	-3	-1	-1

The closing four entries of the section above open the next one:
structure	iPSC survival up	HIF-2a inh	TRAIL sens C8	MITF TRPM1 inh	NR2E3 ag-1	LMP1 NFkB inh	Peg3 promoter	Shn3 inh set2	KKLEB tox	CF NFkB inh	NR2E3 ag-2
Cn1c(SCC(=O)OCC(=O)c2ccccc2)nnc1-c1cccs1	1.7	-4	-2	-7	-1	1	4	-15	8	-18	-8
c1ccc(OCCn2c(-c3ccco3)nc3ccccc32)cc1	-0.5	-149	0	-29	3	-4	-83	-30	5	-18	-37
COc1ccc(/C=C(\C#N)C(=O)NCc2ccccc2)cc1	-0.5	-2	-6	-11	0	8	-16	-3	-11	9	-1
CCOC(=O)C(O)(CCC(O)(C(=O)OCC)C(=O)OCC)C(=O)OCC	1.0	-5	-6	4	-3	-5	6	-12	-3	-1	-1
COc1c(C)cc(C(O)c2ncc(-c3ccc(Cl)cc3)[nH]2)cc1C (configuration not stated)	5.1	15	0	/	/	/	22	0	-9	11	9
CC1(C(=O)NS(=O)(=O)C2CC2)CCCN(C(=O)c2ccc(C(F)(F)F)cc2)C1 (configuration not stated)	-1.9	-1	1	/	/	/	7	16	-2	-28	-14
C[C@H]1CN([C@@H](C)CO)C(=O)CCCn2nncc2CO[C@@H]1CN(C)Cc1ccc2c(c1)OCCO2	-1.2	3	-8	/	/	-2	5	-18	-1	-9	-36
O=C(Nc1nc(-c2ccccc2)cs1)c1ccccc1F	-0.4	-334	-4	-48	5	-30	-291	-37	-4	-6	-168
O=C(NC(=S)NCCCN1CCOCC1)c1ccco1	0.6	-15	-9	10	0	-4	4	-8	5	-2	-11
COc1ccc(S(=O)(=O)N(CC(=O)N2CCCCCC2)c2ccccc2OC)cc1	-0.1	0	-13	9	-10	6	18	4	-3	18	-18
COc1ccc(N(C(=O)c2cccnc2)S(=O)(=O)c2ccc(F)cc2)cc1	1.5	1	-2	/	2	9	9	-10	4	18	-12
CC(=O)c1sc(NS(=O)(=O)c2ccc(C)cc2)nc1C	-2.9	9	4	6	6	0	5	9	12	-11	5
CCc1ncc(CN2CCC(C(=O)Nc3cccc(-c4cscn4)c3)CC2)cn1	0.1	16	0	-1	2	13	24	15	5	-8	-1
CCOc1cc(C(=O)CCC(=O)OCC(=O)Nc2ccc(F)cc2)ccc1O	0.3	8	-20	4	/	2	14	-26	16	-21	-6
Cc1ccn2cc(CCNS(=O)(=O)c3ccc(F)c(C(F)(F)F)c3)nc2c1	-2.1	7	-6	8	3	7	-4	-5	-7	14	-14
COc1ccccc1NC(=O)CCN1CCN(Cc2ccccc2)CC1	4.8	19	6	8	4	3	-2	8	-4	-6	-1
NC(=O)C1=C(N=C2CCCCC2)CCCC1	-0.7	6	-6	-1	/	2	-1	-3	-15	-4	-32
O=C(CCN1C(=O)CSc2ccccc21)Nc1ccc(C(F)(F)F)cc1	-0.5	-10	-11	-3	-2	6	1	-10	-1	14	-17
CCOc1ccc(N2C(=O)c3ccccc3C2=O)cc1	-2.7	-84	9	-8	2	5	-29	-7	14	-3	-21
Cc1ccc(NC(=O)COc2ccc(Br)cn2)cc1	-0.1	15	-20	-2	0	4	6	-8	-2	-5	-6
O=C(COC(=O)Cc1ccccc1F)Nc1ccc(Cl)cn1	-0.8	12	4	6	6	-11	-6	-7	4	-2	-16
Cc1ccc(N(Cc2cc3ccc(C)cc3[nH]c2=O)S(=O)(=O)c2ccccc2)c(C)c1	0.1	-63	9	7	2	0	13	15	7	-16	-33
COc1ccc(C2Nc3ccccc3C(=O)N2NS(C)(=O)=O)cc1OC (configuration not stated)	-1.0	2	-7	-5	3	6	-1	6	13	-13	-5
Cc1cc2ccccn2c1C(=O)c1cccc(S(=O)(=O)N2CCOCC2)c1	0.7	5	-4	-6	4	-3	3	16	4	-4	3
O=C(Nc1ncccc1O)c1ccc2c(c1)OCCO2	-0.1	-211	5	-21	-2	32	-146	-134	6	-15	-133
COc1ccc(NC(=S)N(Cc2ccc(C)cc2)Cc2ccccn2)cc1	0.5	12	14	-1	-5	4	2	-1	-10	12	5
CC(C)(C)N(Cc1ccccc1)C(=O)COC(=O)CCc1c[nH]c2ccccc12	-0.9	11	1	-7	2	0	10	?	-4	4	-1
CCOC(=O)C1=C(C(F)(F)F)Nc2ncnn2C1c1ccc(OC)cc1OC (configuration not stated)	2.0	22	-1	-1	0	-15	3	-1	9	-4	6
CC(N)C(=O)NC(C(=O)N1CCCC1C(=O)NC(c1ccccc1)c1ccccc1)C(C)C (configuration not stated)	-4.8	9	-5	12	4	2	-17	-45	-2	-58	-41
CCOc1ccccc1NC(=O)COC(=O)C1CCC1	-0.5	17	-3	12	1	-2	11	7	6	-11	-3
CCN(CC)C(=S)Nc1cc(C(=O)OC)ccc1C(=O)OC	1.6	24	-7	-8	0	4	-3	-10	5	12	21

At a glance, some entries already given.
structure	iPSC survival up	HIF-2a inh	TRAIL sens C8	MITF TRPM1 inh	NR2E3 ag-1	LMP1 NFkB inh	Peg3 promoter	Shn3 inh set2	KKLEB tox	CF NFkB inh	NR2E3 ag-2
CCc1ncc(CN2CCC(C(=O)Nc3cccc(-c4cscn4)c3)CC2)cn1	0.1	16	0	-1	2	13	24	15	5	-8	-1
CCOc1cc(C(=O)CCC(=O)OCC(=O)Nc2ccc(F)cc2)ccc1O	0.3	8	-20	4	/	2	14	-26	16	-21	-6
Cc1ccn2cc(CCNS(=O)(=O)c3ccc(F)c(C(F)(F)F)c3)nc2c1	-2.1	7	-6	8	3	7	-4	-5	-7	14	-14
COc1ccccc1NC(=O)CCN1CCN(Cc2ccccc2)CC1	4.8	19	6	8	4	3	-2	8	-4	-6	-1

This is a subset (hit frequency here may not be typical).
